Compound activity deposited in PubChem by several laboratories.
DSG3 Ab inh = inhibitors of pemphigus antibody binding to DSG3, primary screen, biochemical, bead-based, flow cytometry, scFv-GFP | DSG3-coupled beads, scFv-anti-DSG3-GFP binding; stronger effect = lower value | binding (percent of control), % at 10 µM | actives 0.48% (n = 310,000) | AID 588358, 2011;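 active means binding more than 3 SD below its plate's average and above zero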;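 further: hits lower antibody fragment binding to DSG3; some compounds called inactive have numbers as strong as hits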
Target sequence (P32926 whole entry, looked up, the tested form may be a part): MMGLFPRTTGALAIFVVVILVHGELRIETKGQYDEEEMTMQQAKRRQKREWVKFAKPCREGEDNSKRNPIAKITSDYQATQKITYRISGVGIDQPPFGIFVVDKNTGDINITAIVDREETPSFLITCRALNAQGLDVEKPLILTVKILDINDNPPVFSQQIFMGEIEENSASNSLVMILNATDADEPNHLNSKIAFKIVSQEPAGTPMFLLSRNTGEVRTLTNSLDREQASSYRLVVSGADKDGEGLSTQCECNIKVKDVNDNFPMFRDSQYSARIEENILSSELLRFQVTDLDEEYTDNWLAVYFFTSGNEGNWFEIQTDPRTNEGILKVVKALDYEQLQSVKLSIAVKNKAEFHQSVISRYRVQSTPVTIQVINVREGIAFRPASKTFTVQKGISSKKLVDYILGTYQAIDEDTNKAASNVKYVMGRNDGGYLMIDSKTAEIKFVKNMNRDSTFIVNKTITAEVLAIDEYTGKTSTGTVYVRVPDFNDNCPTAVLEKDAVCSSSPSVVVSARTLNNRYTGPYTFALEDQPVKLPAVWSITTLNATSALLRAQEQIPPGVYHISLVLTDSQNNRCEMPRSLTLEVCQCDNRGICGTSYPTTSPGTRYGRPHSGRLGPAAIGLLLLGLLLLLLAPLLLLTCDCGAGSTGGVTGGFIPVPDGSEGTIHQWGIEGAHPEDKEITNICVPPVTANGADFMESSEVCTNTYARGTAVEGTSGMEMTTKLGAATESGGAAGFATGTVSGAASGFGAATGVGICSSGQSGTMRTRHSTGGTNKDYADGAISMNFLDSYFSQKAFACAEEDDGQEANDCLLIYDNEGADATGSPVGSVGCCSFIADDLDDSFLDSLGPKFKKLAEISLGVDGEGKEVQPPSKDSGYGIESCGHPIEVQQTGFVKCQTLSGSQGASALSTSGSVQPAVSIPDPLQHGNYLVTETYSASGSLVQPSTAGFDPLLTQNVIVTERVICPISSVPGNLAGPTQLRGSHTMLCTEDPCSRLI
PKA-R2B act = activators of PKA-R2B holoenzyme, primary screen, biochemical, fluorescence polarization, Cy5-IP20, human. cAMP-dependent protein kinase catalytic subunit beta (Homo sapiens) + cAMP-dependent …. PKA-R2B holoenzyme dissociation; R2B truncated from residue 108, S112A mutant; 0% DMSO only, 100% 113 µM cGMP. actives 0.079% (n = 340,000). AID 504700, 2011. activation, % at 11.4 µM;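 active means activation above a cutoff set at the mean over all compounds plus 3 SD, cut at about 18% in these data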;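 further: higher means more holoenzyme dissociation and a rise in polarization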
NSD2 inh = NSD2 histone methyltransferase inhibitors, primary screen, biochemical, AlphaScreen, single concentration, set 2; AID 743445, 2014; inhibition, % at 12.5 µM; NSD2 peptide methylation, 120 min; actives 0.54% (n = 310,000); Histone-lysine N-methyltransferase NSD2 (Homo sapiens), O96028; in the data active means inhibition above about 50%
CDK5 inh = inhibitors of human CDK5/p35 kinase, primary screen, biochemical, single concentration. Recombinant CDK5/p35, ADP-Glo luminescence, 60 min. inhibition, % at 10 µM. actives 0.01% (n = 330,000). AID 488839, 2010;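 active means highest replicate inhibition of at least 50% and at least 75% of replicates reaching 50%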;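 further: plate controls were DMSO neutral control for no effect and GW8510 at 10 µM for full effect; many of its hits are not listed in these tables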
SR-BI HDL uptake = inhibitors of SR-BI mediated HDL lipid uptake, primary screen, ldlA[mSR-BI] cells, fluorescence, single point; ldlA[mSR-BI] CHO cells, DiI-HDL uptake fluorescence, 3 h; inhibition, % at 12.5 µM; actives 0.96% (n = 320,000); AID 488896, 2010;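 active means mean replicate inhibition of at least 70% and a set share of replicates each scoring 70 or more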;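 further: 0% = median of neutral control wells and 100% = median of positive control wells; values of inactives mirror those of a sister screen read the other way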
Mot1-301 SUMO = yeast Mot1-301 growth rescue at high temperature, primary screen, SUMOylation pathway inhibitor project, S. cerevisiae, ATP luminescence, 38.5C | S. cerevisiae Mot1-301 growth rescue; percent above DMSO median, 100 means doubled | growth rescue, % at 18.8 µM | actives 1% (n = 320,000) | AID 2716, 2010;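 active means every valid replicate shows activation above 250% relative to neutral control wells; inactive means the rest, any valid replicate at or below 250%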;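 further: OY570 slx delta 5 strain wells were the positive control but not used for scaling; some compounds called inactive have numbers as strong as hits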
SR-BI DiI-HDL act = activators of SR-BI mediated DiI-HDL uptake, primary screen, ldlA[mSR-BI] CHO cells, DiI fluorescence; 3 h; 100 = double the neutral-control signal; activation, % at 12.5 µM; actives 0.096% (n = 320,000);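 active means mean replicate activation of at least 60% and every replicate at or above 60%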;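 further: 0% = median plate neutral-control signal and 100% = twice that signal; values of inactives mirror those of a sister screen read the other way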
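Assay system: LDL receptor-deficient CHO ldlA cells overexpressing murine SR-BI / Medium: BSA-supplemented, HEPES-buffered Ham's F12, pH 7.4 / Probe or stimulus: DiI-labelled HDL at 10 µg/mL final / Timing: compound with DiI-HDL co-incubation, 3 h at 37 °C / Technique: bottom-read cell fluorescence after medium removal, ex 550/em 595 nm / Measure: HDL uptake via cellular fluorescence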
dFosB activator = activators of delta FosB homodimer, primary screen, biochemical, fluorescence polarization, TAMRA-CDK5 oligo, single point; Protein FosB (Mus musculus), P13346; purified delta FosB; percent of positive-control signal above neutral wells; activation, % at 25 µM; actives 0.99% (n = 340,000); AID 493131, 2011;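 active means mean activation above about 17%, with every replicate also reaching it, limit read from the data, passing the limit was not always enough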;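 further: fluorescence polarization rise as delta FosB binds a TAMRA Cdk5 AP-1 oligo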
PKA-R1A activ = activators of PKA-R1A holoenzyme, primary screen, biochemical, fluorescence polarization, Cy5-IP20, bovine R1A, mouse PKAc; cAMP-dependent protein kinase type I-alpha regulatory subunit (Bos taurus) + …; PKA-R1A dissociation; scaled: DMSO 0%, 113 µM cGMP 100%; activation, % at 11.4 µM; actives 0.083% (n = 340,000); AID 504707, 2011;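 active means percent activation above the mean of all tested compounds plus 3 SD, cut at about 19% in these data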;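 further: higher means more PKAc released from R1A so a rise in polarization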
Arr AP2 block = inhibitors of beta-arrestin/AP2 binding, primary screen, biochemical, GPCR trafficking, flow cytometry. FITC-arrestin peptide / GST-AP2 beads; AP2 beta2 appendage carries R879A mutation. inhibition, % at 10 µM. actives 0.31% (n = 340,000);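 active means inhibition above a set limit, near 3 SD of compounds lacking own fluorescence, cut at about 54% in these data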;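 further: plate controls were DMSO wells for no effect and 5 µM unlabelled arrestin peptide for full effect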
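System: GST-AP2 R879A glutathione beads | Also added: FITC-arrestin peptide, 50 nM | Times: 12 min plus 1 h, RT | Signal: Bead flow cytometry, FITC channel | Buffer or medium: PBS with 0.05% Tween 20 and 0.1% BSA | Read-out basis: Percent drop in bead-associated FITC signal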
MITF TRPM1 HTS = activators of MITF-driven TRPM1 promoter reporter, primary screen, cell-based, SK-MEL-5, luciferase, single point; SK-MEL-5 TRPM1-promoter luciferase, 24 h; % of positive control, neutral wells = 0; activation, % at 12.5 µM; actives 0.75% (n = 300,000); AID 588334, 2011;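 active means mean activation of at least 80% with every replicate also reaching 80%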;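 further: 0% = neutral control wells and 100% = parthenolide positive control wells; values of inactives mirror those of a sister screen read the other way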
* hit, by the source's call; i = inactive; / = no result given.

(1) Cc1ccc2ccc3cccc4ccc1c2c34
(2) COc1cc(C2C(C#N)=C(N)N(Nc3ccccc3)C3=C2C(=O)CC(C)(C)C3)ccc1OCc1ccccc1 (stereo not drawn)
(3) O=[N+]([O-])c1ccc(-c2nnc(CNC3CCCC3)o2)cc1
(4) CCOc1ccc(CCNc2nc3c(c(=O)n(C)c(=O)n3C)n2CC)cc1OCC
(5) CCN(CC)C(=O)Cn1nc(-c2ccc(Cl)cc2)c2ccccc2c1=O
(6) COc1ccc(C2(CNC(=O)c3ccc(N)cc3)CCCC2)cc1
(7) COc1ccc(Cc2nnc(NC(=O)CS(=O)(=O)c3ccc(C)cc3)s2)cc1OC
(8) COc1ccccc1NC(=S)NNC(=O)c1nn(C)cc1Cl

Screen / compound no.	1	2	3	4	5	6	7	8
Mot1-301 SUMO	166	-4	14	-7	-10	-3	4	-19
NSD2 inh	/	-2	29	-4	-1	-1	-4	1
PKA-R2B act	-2	-8	0	-2	6	-3	-9	-5
dFosB activator	3	-13	5	6	-16	-5	-9	5
Arr AP2 block	-3	-3	-3	38	11	-16	-9	27
SR-BI HDL uptake	0	10	14	11	6	-8	-3	1
CDK5 inh	-0.1	0.3	-1.0	1.1	-0.5	0.3	-3.1	-0.6
PKA-R1A activ	-8	-3	-11	-4	4	-4	3	8
MITF TRPM1 HTS	14	-6	3	-17	12	-8	7	-1
SR-BI DiI-HDL act	0	-10	-14	-11	-6	8	3	-1
DSG3 Ab inh	104	96	96	96	97	109	111	99

(9) COC(=O)c1sccc1NC(=O)Nc1ccc(C)c(C)c1
(10) COc1ccc(OC)c(NC(=O)NNC(=O)COc2ccc(F)cc2F)c1
(11) O=C1N=C(N2CCCCC2)S/C1=C/C1=Cc2ccccc2OC1
(12) COCCN(C(=O)CSc1nc(-c2ccccc2)cn1N)c1c(N)n(Cc2ccccc2)c(=O)[nH]c1=O
(13) Cc1cc(-c2sccc2C)nc(-n2cccc2)n1
(14) CCNC(=O)Cc1ccc(NS(=O)(=O)c2ccc(F)cc2)cc1
(15) COc1ccc(Nc2nc(N)c([N+](=O)[O-])c(N3CCOCC3)n2)cc1
(16) Cc1cccc(C)c1NC(=O)C1CCCN1C(=O)OC(C)(C)C (stereo not drawn)

Screen / compound no.	9	10	11	12	13	14	15	16
Mot1-301 SUMO	-4	-14	5	9	-9	13	138	3
NSD2 inh	-3	1	-2	/	4	109*	4	-3
PKA-R2B act	-7	0	0	-5	2	4	-7	6
dFosB activator	0	-5	-7	1	-9	-4	-7	-4
Arr AP2 block	-3	2	-9	-6	-4	3	-1	1
SR-BI HDL uptake	65	6	-14	-5	15	3	30	-6
CDK5 inh	1.5	-0.4	0.2	0.5	-0.4	1.9	4.2	0.9
PKA-R1A activ	-2	-4	4	-3	-14	-7	0	-1
MITF TRPM1 HTS	53	5	26	3	/	0	19	5
SR-BI DiI-HDL act	-65	-6	14	5	-15	-3	-30	6
DSG3 Ab inh	107	104	101	102	91	103	/	102

(17) Cc1sc2ncnc(Sc3ccccc3C(=O)O)c2c1C
(18) O=C(Nc1ccncc1)c1ccc2c(c1)S(=O)(=O)c1ccccc1C2=O
(19) Cc1sc(NC(=S)NC(=O)c2ccco2)c(C#N)c1C
(20) Cc1csc(-c2cnn(-c3ccccc3)c2NC(=O)c2cccc(C(F)(F)F)c2)n1
(21) O=C(O)C1C2C=CC(C2)C1C(=O)NCc1ccco1 (stereo not drawn)
(22) C=CCCCCCCCCc1nc(=S)[nH][nH]1
(23) COc1ccc(OC)c(CN2CCN(Cc3cc(=O)oc4cc(O)ccc34)CC2)c1
(24) O=C(C1CCCN(Cc2ccc(Br)cc2)C1)N1CCCCC1 (stereo not drawn)

Screen / compound no.	17	18	19	20	21	22	23	24
Mot1-301 SUMO	-3	7	428	406	/	-26	-1	-23
NSD2 inh	-2	/	0	2	1	2	5	3
PKA-R2B act	1	-6	-1	-3	-5	-6	-8	9
dFosB activator	-4	2	15	-2	6	-1	-4	1
Arr AP2 block	-23	1	-2	-2	-1	-10	-14	-11
SR-BI HDL uptake	-6	2	-10	31	-14	7	-23	0
CDK5 inh	1.0	-0.8	0.5	9.3	-1.8	5.7	0.2	1.8
PKA-R1A activ	1	8	-5	-2	-2	6	-4	12
MITF TRPM1 HTS	4	-12	45	2	1	-4	-6	/
SR-BI DiI-HDL act	6	-2	10	-31	14	-7	23	0
DSG3 Ab inh	118	104	95	102	97	100	121	91

Reformatted: 2 of the compounds above
Order of values: Mot1-301 SUMO, NSD2 inh, PKA-R2B act, dFosB activator, Arr AP2 block, SR-BI HDL uptake, CDK5 inh, PKA-R1A activ, MITF TRPM1 HTS, SR-BI DiI-HDL act, DSG3 Ab inh
#13 Cc1cc(-c2sccc2C)nc(-n2cccc2)n1
 : -9, 4, 2, -9, -4, 15, -0.4, -14, /, -15, 91
#14 CCNC(=O)Cc1ccc(NS(=O)(=O)c2ccc(F)cc2)cc1
 : 13, 109*, 4, -4, 3, 3, 1.9, -7, 0, -3, 103

Two compounds from above, showing only CDK5 inh, NSD2 inh and DSG3 Ab inh:
item | smiles | CDK5 inh | NSD2 inh | DSG3 Ab inh
18 | O=C(Nc1ccncc1)c1ccc2c(c1)S(=O)(=O)c1ccccc1C2=O | -0.8 | / | 104
4 | CCOc1ccc(CCNc2nc3c(c(=O)n(C)c(=O)n3C)n2CC)cc1OCC | 1.1 | -4 | 96

Other records follow.
(25) N#CC1=C(N)C(C#N)(C#N)[C@H](c2ccoc2)[C@H]2CN(Cc3ccccc3)CC=C12
(26) CCN(CC)C(=O)Cn1cc(C(=O)C(=O)NCc2ccccn2)c2ccccc21
(27) C[C@H](CO)N1C[C@H](C)[C@@H](CN(C)C(=O)Nc2ccc3c(c2)OCO3)Oc2c(NS(=O)(=O)c3cn(C)cn3)cccc2C1=O
(28) O=C(COC(=O)c1cc(S(=O)(=O)N2CCCC2)ccc1O)Nc1ccccc1Br
(29) CCOC(=O)c1c(C)c(-c2ccccc2)n(CC(=O)N2CCCC2)c1C
(30) Cc1nnc2ccc(-c3ccc(NC(=O)c4cccnc4Cl)cc3)nn12
(31) O=C(Cn1cnc2ccccc2c1=O)c1ccc2c(c1)OCCO2
(32) Cc1ccc(Cl)cc1NC(=O)CSc1sc2c(O)cc(=O)[nH]c2c1C#N

Screen / compound no.	25	26	27	28	29	30	31	32
Mot1-301 SUMO	127	-7	2	31	7	-12	237	303
NSD2 inh	8	-5	/	-2	/	/	1	3
PKA-R2B act	-1	-4	-2	3	-3	12	-3	-3
dFosB activator	-7	-9	-7	-9	-9	-19	3	-9
Arr AP2 block	7	-5	8	23	-10	3	-8	24
SR-BI HDL uptake	31	-1	-3	5	9	22	-3	/
CDK5 inh	-0.6	1.1	-1.0	0.4	1.2	-1.0	-0.6	1.1
PKA-R1A activ	-10	-8	-5	-14	-2	-9	0	5
MITF TRPM1 HTS	-21	1	-7	-12	4	0	72	-16
SR-BI DiI-HDL act	-31	1	3	-5	-9	-22	3	/
DSG3 Ab inh	100	/	105	/	105	84	109	100

(33) Cc1cc(NS(=O)(=O)c2ccc(NC(NC(=O)C(C(F)(F)F)C(F)(F)F)(C(F)(F)F)C(F)(F)F)cc2)no1
(34) CCN(CC(=O)Nc1c(F)cccc1F)C(=O)c1ccc2c(c1)OCO2
(35) COC(c1ccccc1)c1nnc(CCC(=O)NC2CCCCC2)o1 (stereo not drawn)
(36) CCn1nc(C(=O)Nc2cccc(S(=O)(=O)N3CCCC3)c2)c2ccccc2c1=O
(37) CC(=O)c1cccc(NC(=O)C(OC(=O)/C=C/c2ccc3c(c2)OCO3)c2ccccc2)c1 (stereo not drawn)
(38) COc1ccc(Oc2ncnc3c2ncn3Cc2ccccc2)cc1

Screen / compound no.	33	34	35	36	37	38
Mot1-301 SUMO	/	-4	/	23	-14	i
NSD2 inh	/	-2	-12	-3	9	0
PKA-R2B act	-3	0	4	-2	-21	-5
dFosB activator	1	2	2	-5	-7	-3
Arr AP2 block	-10	9	-9	-3	-8	2
SR-BI HDL uptake	-29	-21	-11	34	-35	/
CDK5 inh	0.4	1.2	-4.0	-2.2	-1.2	1.3
PKA-R1A activ	-6	1	-4	0	-9	-2
MITF TRPM1 HTS	9	6	-8	3	/	-8
SR-BI DiI-HDL act	29	21	11	-34	35	/
DSG3 Ab inh	108	97	100	109	91	110
